Screens from PubChem.
POLK inh – qHTS for Inhibitors of Polymerase Kappa; DNA polymerase kappa (Homo sapiens), Q9UBT6; 400,000 compounds, 0.53% hits; Potency, µM (doses to about 107 µM), for the others: at the top dose activity, negative = inhibition, most hits filed as inhibitors; purified Pol kappa, fluorescent DNA synthesis assay, 10 min; further: potency means the concentration at half of the fitted maximal effect; on the % scale 0 is the no-effect control and ±100 the full control effect
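10 nM Pol kappa was preincubated with compounds for 15 min at room temperature. Reaction started with 50 nM (final) substrate. Fluorescence read kinetically at 0 and 10 min.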
Pol eta inh – qHTS for Inhibitors of Polymerase Eta; DNA polymerase eta (Homo sapiens), Q9Y253; recombinant Pol eta, fluorescent DNA replication assay; Potency, µM (highest dose often 114 µM), without a hit: at the highest dose activity change, negative = inhibition, hits mostly inhibitors; 390,000 compounds, 1.2% hits; AID 588591, 2011; further: potency means the concentration at half of the fitted maximal effect; on the % scale 0 is the no-effect control and ±100 the full control effect
Target sequence (Q9Y253 whole entry, looked up): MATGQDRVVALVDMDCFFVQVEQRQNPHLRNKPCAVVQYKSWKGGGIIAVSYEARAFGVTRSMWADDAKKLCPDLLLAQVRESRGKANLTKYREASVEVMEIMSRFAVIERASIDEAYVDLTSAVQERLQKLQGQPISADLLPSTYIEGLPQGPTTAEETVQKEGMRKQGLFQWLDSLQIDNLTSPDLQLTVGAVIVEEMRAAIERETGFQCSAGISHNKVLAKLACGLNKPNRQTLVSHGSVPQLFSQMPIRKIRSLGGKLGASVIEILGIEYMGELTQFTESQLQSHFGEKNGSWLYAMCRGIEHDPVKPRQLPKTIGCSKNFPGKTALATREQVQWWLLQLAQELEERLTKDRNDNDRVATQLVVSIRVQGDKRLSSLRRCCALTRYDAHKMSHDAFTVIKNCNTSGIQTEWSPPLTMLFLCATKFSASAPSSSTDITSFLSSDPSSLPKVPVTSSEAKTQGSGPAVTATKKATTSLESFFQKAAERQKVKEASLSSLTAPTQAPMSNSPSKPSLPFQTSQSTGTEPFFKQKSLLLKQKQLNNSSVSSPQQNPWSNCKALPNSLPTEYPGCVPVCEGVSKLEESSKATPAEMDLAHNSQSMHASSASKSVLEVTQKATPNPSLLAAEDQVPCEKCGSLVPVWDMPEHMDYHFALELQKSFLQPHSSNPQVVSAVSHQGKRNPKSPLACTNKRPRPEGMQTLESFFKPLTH
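Pol eta (10 nM) was preincubated with compounds for 15 min at room temperature, after which fluorescent replication substrate (50 nM final) was added to start the reaction. Fluorescence was read kinetically at 0 and 10 min.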
Apoferritin bind – qHTS Assay for Identification of Novel General Anesthetics; Ferritin light chain (Equus caballus), P02791; apoferritin/1-aminoanthracene competitive binding, fluorescence; Potency, µM (series often up to 77.5 µM), for inactives: top-dose activity change, negative = displacement, actives largely listed as inhibitors; 350,000 compounds, 0.074% hits; AID 485281, 2010; further: potency means the concentration at half of the fitted maximal effect; on the % scale 0 is the no-effect control and ±100 the full control effect; nearly all actives have a fitted effect of over 20% in size
Target sequence (P02791 2-175 limits assumed): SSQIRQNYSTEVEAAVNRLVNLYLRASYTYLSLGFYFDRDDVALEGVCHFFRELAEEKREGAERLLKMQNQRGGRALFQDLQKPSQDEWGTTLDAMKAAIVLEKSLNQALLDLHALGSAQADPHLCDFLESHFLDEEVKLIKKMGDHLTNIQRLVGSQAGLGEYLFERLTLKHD
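10 uM apoferritin + 50% sat. 1-AMA, PBS; cpd 10 min RT; Ex380/Em535 endpoint; normalized to free probe vs complex; 4-param Hill fit; propofol titration as pos. ctrl.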
APEX1 inh – qHTS Assay for Inhibitors of the Human Apurinic/apyrimidinic Endonuclease 1 (APE1); recombinant APE1, TAMRA/BHQ-2 abasic DNA cleavage fluorescence; Potency, µM (titrated, usually from 65.8 µM), without a hit: top-dose activity change, negative = inhibition, most hits filed as inhibitors; 350,000 compounds, 0.35% hits;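 further: potency means the concentration at half of the fitted maximal effect; plate controls were vehicle for no effect and reference inhibitor for full effect; nearly all actives have a fitted effect of over 55% in size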
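Endonuclease cleavage of a quenched abasic-site DNA duplex (50 nM) by APE1 (0.75 nM) was tracked by TAMRA dequenching. Compounds were preincubated with enzyme 15 min at room temperature; data normalized to buffer-only and DMSO wells plus NSC13755 control.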
LDHA block – qHTS assay for inhibitors of human lactate dehydrogenase; L-lactate dehydrogenase A chain (Homo sapiens), P00338; purified LDHA, NADH/diaphorase-resazurin fluorescence; stronger effect = lower value; activity change, % (values are at about 110 or 230 µM); 480,000 compounds, 0.15% hits; AID 1347041, 2019; in the data active means activity change below about -30%; inconclusive means mostly about -25% to -30%;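 further: plate controls were DMSO wells for no effect and wells without enzyme for full effect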
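Enzyme activity of human lactate dehydrogenase 5 (2 nM; 0.06 mM NADH, 0.2 mM pyruvate, 5 min, RT) is measured via a resazurin/diaphorase fluorescence readout of residual NADH.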
Pol beta inh – qHTS Assay for Inhibitors of DNA Polymerase Beta. AID 485314, 2010. Potency, µM (titrated, usually from 114 µM), inactives show at the top dose activity change, negative = inhibition, most hits filed as inhibitors. Pol beta primer extension/strand displacement, fluorescence kinetic. P06746. 340,000 compounds, 1.3% hits; further: potency means the concentration at half of the fitted maximal effect; on the % scale 0 is the no-effect control and ±100 the full control effect
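Kinetic readout of DNA synthesis with strand displacement by Pol beta. Compound and 10 nM enzyme sit 15 min at room temperature; 50 nM substrate starts the reaction, read immediately and at 10 min.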
POLI inh – qHTS for Inhibitors of Polymerase Iota | 390,000 compounds, 1% hits | Pol iota fluorescent replication assay, 10 min | AID 588590, 2011 | DNA polymerase iota (Homo sapiens), Q9UNA4 | Potency, µM (top dose mostly 115 µM), without a hit: top-dose activity, negative = inhibition, hits mostly inhibitors; further: potency means the concentration at half of the fitted maximal effect
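Pol iota at 10 nM preincubated 15 min with compounds at room temperature; reaction started with fluorescent substrate, 50 nM final. Fluorescence read kinetically at 0 and 10 min; buffer-only wells as negative control.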
BLM helicase inh – qHTS Assay for Inhibitors of Bloom's syndrome helicase (BLM). 350,000 compounds, 0.2% hits. recombinant BLM DNA unwinding, fluorescence dequenching. Potency, µM (series often up to 56.1 µM), inactives show at the top dose activity change, negative = inhibition, usual class: inhibitors. RecQ-like DNA helicase BLM (Homo sapiens), P54132;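 further: potency means the concentration at half of the fitted maximal effect; plate controls were vehicle for no effect and no enzyme for full effect; nearly all actives have a fitted effect of over 35% in size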
GRP78 ERSR act – qHTS for Inducers of the Endoplasmic Reticulum Stress Response (ERSR) in Human Glioma: qHTS; Potency, µM, for inactives: at the highest dose activation, hits mostly activators; 420,000 compounds, 0.02% hits; AID 602332, 2012; U87-MG GRP78 promoter luciferase reporter, 16 h; further: potency means the concentration at half of the fitted maximal effect; series mostly up to about 76 µM; % of control where 0% means no effect; nearly all actives have a fitted effect of over 35% in size
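Stably transfected U87-MG glioma cells carrying a GRP78-based luciferase sensor; 16 h compound incubation. Luminescence end-point read 10 min after Bright-Glo addition at room temperature.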
* = called active by the depositor; ? = inconclusive; · = not tested or not shown; & = joins results of further samples; [ ] = dose if it differs, or a comment. Unless noted, the call rests on the fitted dose curve; in most records, active means well fitted curve in the direction sought with a large enough effect; inconclusive means small, poorly fitted or top-dose-only effect, or another doubt; inactive means no such curve, though single readings can be large; an effect the other way counts as inactive or inconclusive.

The opening 2 compounds as a preview:
Values in the order: POLK inh, Pol eta inh, Apoferritin bind, APEX1 inh, LDHA block, Pol beta inh, POLI inh, BLM helicase inh, GRP78 ERSR act
1. CCN1CCN(Cc2cc(Br)cc(OC)c2O)CC1
→ -2%, -7%, -2%, 3%, 15, 2%, -23%[58.9 µM], 1%, -4%
2. Cn1c(=O)oc(=O)c2ccccc21
→ -14%, 4%, ·, ·, 2, ·, -15%, ·, -2%

Results, from the first entry:
Values in the order: POLK inh, Pol eta inh, Apoferritin bind, APEX1 inh, LDHA block, Pol beta inh, POLI inh, BLM helicase inh, GRP78 ERSR act
1. CCN1CCN(Cc2cc(Br)cc(OC)c2O)CC1
→ -2%, -7%, -2%, 3%, 15, 2%, -23%[58.9 µM], 1%, -4%
2. Cn1c(=O)oc(=O)c2ccccc21
→ -14%, 4%, ·, ·, 2, ·, -15%, ·, -2%
3. O=C(COc1ccc2c3c(c(=O)oc2c1)CCC3)N1C[C@H]2C[C@@H](C1)c1cccc(=O)n1C2
→ 3%, -18%, -3%, -4%, -3, 1%, 23%, -1%, -2%
4. CCCCCn1c(SCCCC)nc2c1c(=O)[nH]c(=O)n2C
→ -13%, 5%, -9%, -1%, -5, ?, 3%, -3%, -3%
5. O=C1CCCC2C3CC(CN12)C1CCCCN1C3 (stereo not drawn)
→ -2%[60.1 µM], ·, 3%, 20%, ·, ·, ·, 4%, -1%
6. COC(=O)C1=C(c2ccc(OC)c(OC)c2)C[C@@H]2CC[C@H]1N2C(=O)N1CCc2cc(OC)c(OC)cc2C1
→ -2%, -23%, ·, 5%, 3, ·, 35%[activator], ·, 3%
7. COc1cc(-c2oc3cc(O)cc(O)c3c(=O)c2O)ccc1O
→ ?, ·, -7%&3%, ?, ·, ·, -12%, -6%&-11%, 1%&6%
8. CCCN1CCC2(CC1)NC(CO)(CO)CO2
→ 0%, -10%, -4%, -6%, -1, 40%, -8%, 7%, -6%
9. COC(=O)C1=C(c2ccc(F)cc2OCc2ccccc2)C[C@@H]2CC[C@H]1N2C(=O)NCCN1CCOCC1
→ -20%, -6%, ·, -2%, -5, ·, -11%, ·, -4%
10. O=C(N/N=C/c1c(O)n(C2CCCCC2)c(=S)[nH]c1=O)c1ccccc1O
→ 0%, -13%, -7%, 73%, -17, 6%, 6%, -18%, 6%
11. c1ccc(CN2CCc3nc4ccccc4cc3C2)cc1
→ -7%, -12%, -3%, 35%, -1, -21%, 1%, -3%, 9%
12. Nc1ccc(Br)cc1C(=O)c1ccccc1
→ -3%[60.1 µM], -29%, ?, -4%, -3, ?, -4%, -5%, -2%
13. C=C(C)CSc1nnc([C@@H](N)Cc2ccccc2)o1
→ -3%, -3%, 4%, 8%, -12, -5%, 97%[activator], 3%, 1%
14. O=C(O)C1CN(CP(=O)(O)O)CCN1 (stereo not drawn)
→ -17%[60.1 µM], ·, 6%, 0%, ·, ·, ·, 4%, -1%
15. O=C(C[N+]12CCC(CC1)C(C(O)(c1ccccc1)c1ccccc1)C2)c1ccc(Br)cc1 (stereo not drawn)
→ -7%, -5%, -12%, 0%, 1, 2%, 4%, -2%, -3%
16. COC(=O)C1=C(c2cccc(OCc3ccccc3)c2)C[C@@H]2CC[C@H]1N2C(=O)NCc1ccc2[nH]ccc2c1
→ -21%, -16%, ·, 5%, -10, ·, -21%, ·, -6%
17. CC1OC(OC2C(O)CC(OC3C(O)CC(OC4CCC5(C)C(CCC6C5CCC5(C)C(C7=CC(=O)OC7)C(O)CC65O)C4)OC3C)OC2C)CC(O)C1O (stereo not drawn)
→ -26%, -16%, ·, ·, -6, ·, -27%, ·, -9%
18. Cn1c(O)c(C2=NNC(c3ccc(Cl)cc3)C2)c(=O)n(C)c1=O (stereo not drawn)
→ 0%, -22%, -3%, 13%, 1, -12%, 57%[activator], -1%, -5%
19. COC(=O)C1=C(c2ccc(F)cc2F)C[C@@H]2CC[C@H]1N2C(=O)N1CCCC1
→ 2%, -15%, ·, -5%, -1, ·, 19%, ·, -3%
20. CC(C)(Cl)[N+](=O)[O-]
→ -27%, -6%, ·, -6%&1%, -7, ·, 14%, ·, -1%
21. CCOc1ccc(-n2c(-c3cccs3)nc3ccccc3c2=O)cc1
→ -5%, -7%, -4%, 4%, -15, 22%, ?, -3%, -1%
22. CCCCCCOc1ccc(CN2CCN(C)CC2)cc1
→ -10%, -14%, -20%, 5%, -1, 6%, 17%, 3%, -2%
23. CNC(=O)Oc1cccc(-c2cn3cc(OC(=O)NC)ccc3n2)c1
→ -30%, -2%, -14%, -6%, 22, 23%, 5%, -6%, 1%
24. C[C@]12CCC3C(CC[C@H]4C[C@H](O)CC[C@]34C)C1CC[C@@H]2C(=O)CO (stereo partly drawn)
→ -11%[60.1 µM], 0%[57.1 µM], ·, 0%, ·, 17%[57.1 µM], 2%[58.9 µM], ·, -3%
25. CC1CC(C)CN(C(=O)COC(=O)c2cn(C)c3ccccc23)C1 (stereo not drawn)
→ 7%, -11%, ·, 4%, 1, ·, 7%, ·, 2%
26. CCCCCCCCN=Cc1c(O)[nH]c(=O)[nH]c1=O
→ -1%, 6%, 4%, 5%, -17, -4%, 42%[activator], 2%, -4%
27. CCOc1cc2c(cc1OCC)-n1cccc1C(c1cccc(OCC)c1O)NC2 (stereo not drawn)
→ -23%, ?, -3%, 12%, -4, -27%, 41%[activator], -6%, -5%
28. CC(=O)N1N=C(c2cccnc2)OC1c1ccccc1Cl (stereo not drawn)
→ 6%, -17%, -2%, 3%, 4, 32%, 112%[activator], -2%, -6%
29. COc1ccc(NC(=O)c2cn(CCC#N)nc2-c2cccc(Br)c2)cc1
→ 7%, 3%, 0%, 16%, -1, 1%, 17%, -6%, -2%
30. COc1ccc(-[n+]2c(-c3ccccc3)cc(-c3ccc(C)cc3)cc2-c2ccccc2)cc1
→ -6%, -13%, ?, -2%, -6, 50%, 0%, -4%, 1%

Continuation.
Values in the order: POLK inh, Pol eta inh, Apoferritin bind, APEX1 inh, LDHA block, Pol beta inh, POLI inh, BLM helicase inh, GRP78 ERSR act
31. C[C@@]12CC(c3ccoc3)OC(=O)C1CC[C@@]1(C)C2C2C=C[C@@]1(O)C(=O)O2 (stereo partly drawn)
→ -14%[60.1 µM], ·, -2%, ?, ·, ·, ·, 3%, 0%
32. O=C(Nc1ccc(Cl)cc1C(=O)c1ccccc1Cl)c1ccco1
→ -6%, -2%, -7%, -1%, -1, 44%, 23%, 0%, -4%
33. CC1CN=C(Nc2cccc3ccccc23)S1 (stereo not drawn)
→ -9%, 1%, -22%, ?, 1, 22%, 1%, 2%, 3%
34. COc1ccc2c3c1OC1C(=O)CC[C@@]4(O)[C@@H](C2)N(C)CC[C@]314 (stereo partly drawn)
→ -19%, -3%, ·, -14%, -5, ·, ?, ·, -8%
35. Cc1ccsc1C(=O)C1CCCN(Cc2cccc(OCCO)c2)C1 (stereo not drawn)
→ -10%, -10%, -14%, 0%, -1, 9%, 134%[activator], 3%, -3%
36. O=C(N1CCCCCC1)N1CC1
→ -13%, 3%, ·, ·, -2, ·, 72%[activator], ·, 0%
37. COC(=O)C1=C(c2ccc(F)cc2F)C[C@@H]2CC[C@H]1N2C(=O)N1CCC(C)CC1
→ -2%, -1%, ·, 1%, -1, ·, 29%, ·, 7%
38. CCC(C)C(=O)OC1C(O)C2C(CN3CC(C)CCC3[C@]2(C)O)C2C[C@]34O[C@@]5(O)C(OC(=O)C(C)(O)C(C)O)CCC3(C)C5C(OC(C)=O)C(OC(C)=O)C4[C@@]21O (stereo partly drawn)
→ -5%[60.1 µM], ·, 48%[activator], -2%, ·, ·, ·, 5%, -4%
39. CCCC(C)C1(CC)C(=O)NC(=S)NC1=O (stereo not drawn)
→ 3%[60.1 µM], ·, ?, ·, ·, ·, ·, 4%, -7%
40. C[C@]12[C@H](O)CC3C(CC[C@@H]4C[C@@H](O)CC[C@]34C)[C@@]1(O)CC[C@@H]2C1=CC(=O)OC1 (stereo partly drawn)
→ -14%[19.4 µM], ·, ·, -1%, ·, ·, ·, -1%, -7%
41. CCOc1ccc(NC(=O)c2c(C)nn(Cc3ccccc3)c2Cl)cc1
→ 4%, -17%, 5%, -2%, -10, 28%[57.1 µM], 25%, 1%, -1%
42. COc1cccc(-n2c(-c3ccoc3)nc3ccccc3c2=O)c1
→ -7%, -1%, 0%, 0%, -6, 6%, 18%, 2%, -1%
43. Clc1ccc(Cn2ccnc2)cn1
→ -12%, -17%, -3%, 5%, -9, -18%, 110%[activator], -3%, -2%
44. Cc1cccc(OCC(=O)N2CCN(Cc3cccnc3)CC2)c1
→ -6%, 7%, -10%, 1%, -33*, 3%, 112%[activator], -5%, 2%
45. CC(=O)Nc1ccc(OC(=O)N(C)C)cc1
→ -12%, -5%, -14%, -1%, -12, -19%, 11%, -1%, -3%
46. CCN(CC)CCO[C@H]1CC[C@@]2(C)C(=CC[C@@H]3[C@H]2CC[C@]2(C)C(=O)CC[C@H]32)C1
→ -13%&-13%[19.4 µM], ·, ·, ?, ·, ·, ·, 0%&50%, -5%&-1%
47. Cc1cccc(-n2c(/C=C/c3cn(C)c4ccccc34)nc3ccccc3c2=O)c1
→ 10%, -23%, ?, ·, 3, -1%, -18%, -5%, -2%
48. CCC(C)(C)NC(=O)Cn1c(=O)oc2cc(S(=O)(=O)N3CC(C)CC(C)C3)ccc21 (stereo not drawn)
→ -2%, -16%, 2%, 29%, -3, 4%, 35%[activator], 1%, -1%

Results in sequence from the entries so far.
GRP78 ERSR act for entries 13 to 24, in order: 1%, -1%, -3%, -6%, -9%, -5%, -3%, -1%, -1%, -2%, 1%, -3%
Pol eta inh for entries 13 to 24, in order: -3%, ·, -5%, -16%, -16%, -22%, -15%, -6%, -7%, -14%, -2%, 0%[57.1 µM]

These rows are one share of the data, so the mix of outcomes need not match the whole.
